# GAA glycogen mod: qHTS Assay for Inhibitors and Activators of Human alpha-Glucosidase Cleavage of Glycogen; AID 2100, 2009; 300,000 tested, 0.38% active; Potency, µM (doses to about 76.4 µM), without a hit: top-dose activity change, negative = inhibition, usual class: inhibitors; recombinant GAA, glycogen substrate, Amplex Red glucose oxidase fluorescence; active = well fitted inhibition curve with a large enough effect; inconclusive = small, poorly fitted or top-dose-only effect, or another doubt; inactive = no such curve, though single readings can be large or run the other way;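 note: 0% = full enzyme reaction and -100% = no-enzyme basal signal; the screen sought inhibitors and activators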
#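 Recombinant human alpha-glucosidase (4 nM final) hydrolysed bovine liver glycogen (30 ug) for 40 min at 37 C in pH 5.0 citrate/phosphate with 0.01% Tween-20. Released glucose detected by glucose oxidase/Amplex Red, Ex 573/Em 610 nm. Compounds up to 77 uM; AC50 from Hill fits.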
# Active calls of the source: *; ? = inconclusive; & = joins results of further samples; [ ] = another dose, or the depositor's remark. Potency is the fitted concentration of half-maximal effect. Some of the compounds tested. The share of hits here may be higher or lower than overall.
SMILES,GAA glycogen mod
COc1ccccc1CN1CCCC(CN(CCN(C)C)C(=O)c2ccc(C)cc2)C1 (stereo not given),-14%[76.3 µM]
CCN1CCN(C(=O)c2ccc3c(c2)N(Cc2ccc(F)cc2)C(=O)c2ccccc2S3(=O)=O)CC1,20%[76.3 µM]
Cc1ccc(S(=O)(=O)N2CCOC2CNC(=O)C(=O)NCc2ccc(Cl)cc2)cc1 (stereo not given),1%[76.3 µM]
CCCCNc1nc(Oc2ccc(OCCC)nn2)nc(N(C)C)n1,-8%[76.3 µM]
COc1ccc(NC(=O)CCc2nnc3n(Cc4ccccc4Cl)c(=O)c4ccccc4n23)cc1,-15%[76.3 µM]
O=[N+]([O-])c1cc(NCCO)c(N2CCCCCC2)c2nonc12,-3%
Cc1ccc(NC(=O)Cn2nnc3sc(-c4ccccc4)cc3c2=O)cc1Cl,14%[76.3 µM]
CC(C)(C)C(=O)Nc1nnc(SCC(=O)Nc2nccs2)s1,1%[76.3 µM]
Cc1oc2ccc(O)c(CN(C)Cc3ccccc3)c2c1C(=O)Nc1cccc(Cl)c1C,6%[76.3 µM]
COc1cc(NC(=O)COCc2cc(-c3ccc(F)cc3)on2)cc(OC)c1OC,13%[76.3 µM]
COC(=O)C1=C(C)N(Cc2ccccc2)C(=NCc2cc(OC)c(OC)c(OC)c2)N[C@H]1c1ccccc1,13%&23%[76.3 µM]
Cc1cc(C)c(Cn2c3ccccc3c3cnn(CC(=O)NCCCc4ccccc4)c(=O)c32)c(C)c1,13%[76.3 µM]
CCn1c(SCC(=O)NNC(=O)c2ccc(C)cc2)nnc1C1CC1,3%[76.3 µM]
O=C(CNC(=O)c1cccs1)N/N=C/c1ccc(Cl)cc1,4%[76.3 µM]
Cc1ccc(OCc2cc(C(=O)N(C)CCc3nc4ccccc4[nH]3)no2)cc1C,-27%[76.3 µM]
CCOC(=O)C1(C)C=C(Nc2cccc(C)c2)C(=O)N1c1ccccc1 (stereo not given),16%[76.3 µM]
O=[N+]([O-])c1cc([N+](=O)[O-])c2nonc2c1Nc1ccccc1O,?
CC(NC(=O)c1ccc(Cl)cc1)c1nnc(SCC(=O)NC2=NCCS2)n1C (stereo not given),-17%
CSc1nnc(-c2ccc(S(=O)(=O)N3CCOCC3)cc2)n1C,2%[76.3 µM]
COc1ccc(C(=O)CN2C(=O)c3ccccc3C2=O)c(OC)c1,4%[76.3 µM]

# Some of the entries above, reformatted:
mol | GAA glycogen mod
Cc1ccc(NC(=O)Cn2nnc3sc(-c4ccccc4)cc3c2=O)cc1Cl | 14%[76.3 µM]
CC(C)(C)C(=O)Nc1nnc(SCC(=O)Nc2nccs2)s1 | 1%[76.3 µM]
CC(NC(=O)c1ccc(Cl)cc1)c1nnc(SCC(=O)NC2=NCCS2)n1C (stereo not given) | -17%

# Next section
SMILES,GAA glycogen mod
COc1ccc(C(=O)C2CCCN(C(=O)c3cccc(N4CCCC4=O)c3)C2)cc1OC (stereo not given),9%[76.3 µM]
COc1ccccc1CNC(=O)[C@H](C)NC(=O)C1CCN(C(=O)[C@@H]2CCCN2C(=O)OC(C)(C)C)CC1,11%[76.3 µM]
COc1ccc(-c2nnnn2C)cc1S(=O)(=O)Nc1ccc(C)cc1C,-1%[76.3 µM]
COC(=O)c1c(NC(=O)C(=O)NCCCN2CCOCC2)sc2c1CCCC2,-4%[76.3 µM]
CC1CCN(c2nc3ccccc3nc2SCC(=O)Nc2ccccc2C(C)C)CC1,3%[76.3 µM]
CCC1COCCS(=O)(=O)N1Cc1ccccc1F (stereo not given),-8%[76.3 µM]
O=C(NCCNc1ccc([N+](=O)[O-])cc1Cl)c1ccccc1F,-4%[76.3 µM]
O=C1[C@H]2[C@@H](/C=C/c3ccccc3)N3C(=O)CN(CCO)C(=O)[C@@]3(Cc3ccccc3)[C@H]2C(=O)N1c1ccccc1,-3%[76.3 µM]
CCCN(CC1CCCO1)C(=O)c1cc(COc2cccc(OC)c2)on1 (stereo not given),-5%[76.3 µM]
COc1ccc(CNc2ccccn2)c(O)c1,-5%[76.3 µM]
O=C(CSc1nnnn1-c1cccc(O)c1)NC1CC1,1%[76.3 µM]
N#Cc1cccc(CN2CCC(=O)N([C@H](CO)c3ccccc3)CC2)c1,-5%[76.3 µM]
COc1cc(C(=O)Nn2cnnc2)ccc1OC(F)F,5%
Cc1ccc(N(CC(=O)N2CCN(c3cccc(C)c3C)CC2)S(=O)(=O)c2c(C)nn(C)c2C)cc1,-17%[76.3 µM]
CSc1cccc(CNC(=O)C2CCC(=O)N(CCCN3CCCC3=O)C2)c1 (stereo not given),1%[76.3 µM]
O=C(COc1ccc2c3c(c(=O)oc2c1)CCC3)Nc1ccccn1,2%[76.3 µM]
O=c1[nH]c(=S)[nH]c2nc(-c3cccs3)cc(C(F)(F)F)c12,-4%
CCCc1cc(=O)[nH]c(SCC(=O)NCc2ccc3c(c2)OCO3)n1,1%
CCN(CC)CC(=O)Nc1sc(C)cc1C(=O)c1ccc(C)cc1,0%[76.3 µM]
COc1cc(C2CC(=O)c3c([nH]c(C(=O)OCc4ccc(C)cc4)c3C)C2)cc(OC)c1OC (stereo not given),-13%[76.3 µM]

# An excerpt of these results, with the structure last.
GAA glycogen mod,canonical_smiles
3%[76.3 µM],CC1CCN(c2nc3ccccc3nc2SCC(=O)Nc2ccccc2C(C)C)CC1
-5%[76.3 µM],COc1ccc(CNc2ccccn2)c(O)c1
-5%[76.3 µM],N#Cc1cccc(CN2CCC(=O)N([C@H](CO)c3ccccc3)CC2)c1
-4%[76.3 µM],COC(=O)c1c(NC(=O)C(=O)NCCCN2CCOCC2)sc2c1CCCC2
-3%[76.3 µM],O=C1[C@H]2[C@@H](/C=C/c3ccccc3)N3C(=O)CN(CCO)C(=O)[C@@]3(Cc3ccccc3)[C@H]2C(=O)N1c1ccccc1

# Next part
SMILES,GAA glycogen mod
CCCCc1nnc(SCC(=O)Nc2nccs2)n1CC,3%[76.3 µM]
O=C(CSc1ncn[nH]1)NCCc1ccc(Cl)cc1,-4%
CN1CCN(C(=O)CCC(=O)NCc2ccc(F)cc2)CC1,-9%[76.3 µM]
Cc1nc2ccccc2c(=O)n1CCc1ccc(O)cc1,7%
CC12CCC(=O)N1C(C(=O)Nc1ccc(F)cc1)CS2 (stereo not given),1%[76.3 µM]
COc1ccc(C(=O)NCc2cn3ccc(C)cc3n2)cc1,-8%[76.3 µM]
COc1ccccc1CNS(=O)(=O)c1ccc2c(c1)N(C(C)=O)CC(C)S2 (stereo not given),-15%[76.3 µM]
O=C(CSc1oc(-c2ccc(F)cc2)nc1S(=O)(=O)c1ccc(Cl)cc1)c1ccccc1,8%[76.3 µM]
NC1=NC(=O)/C(=C/c2ccc(-c3ccc(S(N)(=O)=O)cc3)o2)S1,16%[76.3 µM]
Cc1ccc2c(c1)-c1c(cnc3cc(-c4ccc(F)cc4)nn13)CO2,10%[76.3 µM]
CN(C)c1ccc(NC(=O)Cn2c(SCc3ccc(F)cc3)nc3ccncc32)cc1,5%[76.3 µM]
Cc1oc2cc3oc(=O)c(CCC(=O)NCc4ccccn4)c(C)c3cc2c1C,15%[76.3 µM]
CC1CCCCC1NC(=O)CSc1nc2ccccc2[nH]1 (stereo not given),2%
NC(=O)c1c(NC(=O)c2ccc([N+](=O)[O-])o2)sc2c1CCCC2,-12%
Cc1ccc(S(=O)(=O)N2CCC(C(=O)OCC(=O)N(CC(C)C)C3CCS(=O)(=O)C3)CC2)cc1C (stereo not given),-4%[76.3 µM]
COC(=O)c1c(NC(=O)c2ccccc2C(=O)O)sc2c1CCC2,12%[76.3 µM]
Cc1ccnc(NC(=O)c2ccc3[nH]c(=O)c(=O)[nH]c3c2)c1,-1%[76.3 µM]
COc1cc(CN2CCCCCC2)cc(OC)c1,9%[76.3 µM]
O=C(CSc1ccc(-c2cccnc2)nn1)Nc1ccc(F)cc1,4%[76.3 µM]
O=C(N/N=C/c1ccc([N+](=O)[O-])cc1)c1ccccc1OCc1ccccc1,0%[76.3 µM]

# The list goes on; the last two above are carried over.
SMILES,GAA glycogen mod
O=C(CSc1ccc(-c2cccnc2)nn1)Nc1ccc(F)cc1,4%[76.3 µM]
O=C(N/N=C/c1ccc([N+](=O)[O-])cc1)c1ccccc1OCc1ccccc1,0%[76.3 µM]
CC(C)c1ccc(NC(=O)Nc2csc3c2CCCC3)cc1,7%[76.3 µM]
Cc1ccc(NC(=O)CSc2nc(-c3ccco3)cc(C(F)(F)F)n2)cc1,4%[76.3 µM]
Cc1c(C(=O)NCc2cccc(Br)c2)oc2ccc3c(c12)C(=O)CC(C)(C)O3,-5%[76.3 µM]
O=c1c2ccccc2nc(-c2ccco2)n1CCc1ccc(O)cc1,3%
Cc1cc(C(F)(F)F)nn1-c1nc(-c2ccccc2)cc(C(F)(F)F)n1,-8%[76.3 µM]
Cc1cnc(CNC(=O)CC2C(=O)NCCN2Cc2ccccc2C(F)(F)F)cn1 (stereo not given),-2%[76.3 µM]
O=C(Cc1ccccc1)NNC(=O)c1ccc(Br)o1,3%[76.3 µM]
COc1ccc(Cc2nnc(CCc3ccccc3)s2)cc1,-9%[76.3 µM]
COCCNC(=O)CSc1c2c(nc3cc(Cl)ccc13)CCCC2,10%[76.3 µM]
COc1ccccc1NC(=O)CCCC(=O)OC(C)C(=O)c1ccccc1 (stereo not given),-12%
CCSc1oc(-c2ccco2)nc1S(=O)(=O)c1ccc(C)cc1,-15%[76.3 µM]
CCc1ccc(-c2cc3c(=O)n(CC(=O)N4CCCCCC4)nc(C)n3n2)cc1,-6%[76.3 µM]
COc1ccc(-c2ccccc2)cc1NC(=O)c1cccs1,0%[76.3 µM]
O=C(Cc1ccsc1)Nc1ccc(Cl)cc1Cl,-4%[76.3 µM]
Cn1c(=O)c2c(nc(SCC(=O)Nc3ccc(F)c(F)c3)n2Cc2ccccc2F)n(C)c1=O,-3%[76.3 µM]
CCN1/C(=C2/SC(=S)N(NC(C)=O)C2=O)Sc2ccc(Cl)cc21,14%[76.3 µM]
CC(C)(C)n1cnc2cc(NCc3ccc(Br)cc3)ccc21,4%
CCOc1ccc(S(=O)(=O)N2CCN(c3ccc(Cl)c(Cl)c3)CC2)c2ccccc12,3%[76.3 µM]
Cc1[nH]c2ccc(C(=O)NCc3ccccn3)cc2c1C,-5%[76.3 µM]
COc1ccc(NC(=O)C2CCCN(S(=O)(=O)c3ccc4c(c3)CCCN4C(C)=O)C2)cc1Cl (stereo not given),-7%[76.3 µM]
O=c1ccc(-c2ccc(S(=O)(=O)Nc3ccccc3Cl)o2)n[nH]1,-4%[76.3 µM]
Cc1cc(C(=O)Nc2ccc(Cl)cc2)n(-c2ccccc2)n1,-3%
COc1ccc(-c2cc(NCc3ccc(F)cc3)n3cnnc3n2)cc1,-7%[76.3 µM]
O=C(CC1C(=O)NCCN1Cc1ccccc1)NCCCOc1cccnc1 (stereo not given),-1%[76.3 µM]
C=CCNC(=S)N1CCN(Cc2ccc3c(c2)OCO3)CC1,2%[76.3 µM]
Cc1ccc(-c2cc3ncc(C(=O)c4cc(Cl)c(C)cc4O)cn3n2)cc1,9%[76.3 µM]
CCOc1ccc(CN(C(=O)c2cccs2)C2CCS(=O)(=O)C2)cc1 (stereo not given),-1%[76.3 µM]
COCCNC(=S)N(CCc1c(C)[nH]c2ccc(F)cc12)Cc1ccco1,0%
Cc1nc2ccc(C(=O)N3CCN(Cc4ccccc4)CC3)cc2[nH]1,0%
CCc1c(C(=O)NNC(=S)Nc2ccc(S(=O)(=O)Nc3ncccn3)cc2)csc1C,-23%[76.3 µM]
COCCN(C)Cc1nc(C(c2ccccc2)c2ccccc2)no1,-9%[76.3 µM]
COc1ccc(C(=O)NC(=S)N2CCOCC2)cc1Br,-8%[76.3 µM]
Cn1c(=O)n(-c2ccc(F)c(Cl)c2)c(=O)c2sc3ccccc3c21,-12%[76.3 µM]
O=C(Cn1cc(SCc2cccc(C(F)(F)F)c2)c2ccccc21)N1CCCCCC1,-12%[76.3 µM]
Cc1ccc(C(=O)Nc2ccc(C(=O)NCC3CCCO3)cc2)cc1 (stereo not given),-1%[76.3 µM]
Cc1c(C(=O)O)oc2c1-c1nn(Cc3ccc(Cl)cc3)cc1CC2,-16%[76.3 µM]
O=C(c1ccccc1)n1nc(-c2ccco2)nc1NCc1cccs1,-7%[76.3 µM]
CCc1ccccc1NC(=O)CN(C1CCCCC1)S(C)(=O)=O,-5%[76.3 µM]
CC(C)c1nc(SCC(=O)NC2CCCCC2)c2ccccc2n1,1%
Cc1ccc(-c2nnc(Nc3cccc(Cl)c3)c3ccccc23)cc1S(=O)(=O)NCC1CCCO1 (stereo not given),-4%[76.3 µM]
c1ccc2nc(-c3ccc(-n4ccnc4)cc3)ccc2c1,-6%
C=C(C)COc1ccc(-c2nc(N)ncc2-c2ccc(Cl)cc2)c(O)c1,-11%
Cc1cc(C(=O)N/N=C\c2cc(C(C)(C)C)c(O)c(C(C)(C)C)c2)n[nH]1,-17%[76.3 µM]
CC(C)Cc1nc(Nc2ccccc2C#N)c2nnn(Cc3ccccc3)c2n1,1%[76.3 µM]
Cc1ccc(S(=O)(=O)N2CCN(C(=O)C(F)(F)F)C2c2ccc(N(C)C)cc2)cc1 (stereo not given),-4%
O=C1N=C(N2CCCCC2)S/C1=C\c1ccccc1F,0%[76.3 µM]
Cc1c(Cl)cccc1NC(=O)NN1CCN(C)CC1,1%[76.3 µM]
CCOCCCNC(=O)C1(O)c2cc(Br)ccc2NC(=O)N1c1ccc(CC)cc1 (stereo not given),5%
CCN(CC)C(=O)CN1CCC(c2nc3cc(C)c(C)cc3[nH]2)CC1,5%[76.3 µM]
COC(=O)C(c1ccccc1)N(Cc1cccc(CN(C(C(=O)OC)c2ccccc2)S(C)(=O)=O)c1)S(C)(=O)=O (stereo not given),-13%[76.3 µM]
COC(=O)c1ccc(OC)c(Cn2c(=O)n(C)c(=O)c3ccccc32)c1,-9%[76.3 µM]

# Compound activity: PubChem, National Center for Advancing Translational Sciences (NCATS)
